MsrA inhibitor: bovine MsrA enzyme inhibitors, primary screen, biochemical, absorbance, HTS; actives 0.75% (n = 360,000); inhibition, % at 15.5 µM; purified bovine MsrA, absorbance read-out; Methionine sulfoxide reductase A (Bos taurus); AID 651718, 2012; in the data active = inhibition above about 4.5%;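 note: 0% = vehicle wells with enzyme and 100% = reference inhibitor wells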
CendR NRP1 mod: modulators of CendR peptide binding to NRP-1, primary screen, biochemical, fluorescence polarization, uHTS. Neuropilin-1 (Homo sapiens), O14786. inhibition, % at 25 µM. actives 0.85% (n = 360,000). AID 602438, 2012. FAM-RPARPAR peptide binding to NRP-1;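 active = inhibition or corrected inhibition above about 18%, plus a signal ratio from 0.5 to 1.5, limit read from the data, passing the limit was not always enough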; note: strong numbers were not always called active
Target sequence (O14786 whole entry, looked up): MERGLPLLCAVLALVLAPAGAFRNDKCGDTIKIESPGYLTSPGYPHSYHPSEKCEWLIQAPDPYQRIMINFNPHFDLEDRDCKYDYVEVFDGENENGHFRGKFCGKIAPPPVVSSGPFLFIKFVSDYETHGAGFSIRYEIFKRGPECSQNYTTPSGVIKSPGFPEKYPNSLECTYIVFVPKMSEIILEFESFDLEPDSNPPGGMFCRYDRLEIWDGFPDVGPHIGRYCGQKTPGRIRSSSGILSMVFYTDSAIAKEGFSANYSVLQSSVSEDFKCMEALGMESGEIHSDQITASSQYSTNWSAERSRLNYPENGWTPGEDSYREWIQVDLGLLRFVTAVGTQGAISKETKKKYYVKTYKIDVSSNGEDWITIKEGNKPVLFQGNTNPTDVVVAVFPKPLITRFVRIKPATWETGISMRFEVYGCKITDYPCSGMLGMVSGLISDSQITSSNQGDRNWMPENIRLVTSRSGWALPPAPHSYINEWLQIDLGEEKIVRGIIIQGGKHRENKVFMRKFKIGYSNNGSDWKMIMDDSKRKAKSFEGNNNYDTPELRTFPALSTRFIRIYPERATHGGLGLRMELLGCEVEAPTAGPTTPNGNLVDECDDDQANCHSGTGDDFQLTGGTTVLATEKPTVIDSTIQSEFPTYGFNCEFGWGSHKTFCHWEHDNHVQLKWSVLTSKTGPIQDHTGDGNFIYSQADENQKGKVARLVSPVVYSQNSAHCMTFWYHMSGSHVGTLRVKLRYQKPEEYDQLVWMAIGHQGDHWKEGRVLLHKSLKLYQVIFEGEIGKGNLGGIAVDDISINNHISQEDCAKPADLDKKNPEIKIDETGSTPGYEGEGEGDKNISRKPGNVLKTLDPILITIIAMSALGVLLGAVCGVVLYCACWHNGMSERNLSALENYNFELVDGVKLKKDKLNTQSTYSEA
TbMetRS inhib: T. brucei MetRS inhibitors, primary screen, biochemical, luminescence. purified T. brucei MetRS, ATP depletion, Kinase-Glo luminescence. inhibition, % at 11.9 µM. actives 0.4% (n = 360,000). AID 624268, 2012. methionyl-tRNA synthetase (Trypanosoma brucei brucei);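 active = inhibition above a per-plate cutoff of the control wells' mean inhibition plus 3 SD, cut at about 5.5% in these data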;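 note: 0% = DMSO wells median and 100% = median of wells with control inhibitor compound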
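Test system: purified T. brucei MetRS enzyme. Also added: ATP, methionine and E. coli bulk tRNA substrates. Compound: 11.9 µM single point. Schedule: 15 min enzyme-compound preincubation, 2 h reaction, 10 min detection, 25 °C. Signal: luciferase luminescence of residual ATP, Kinase-Glo. Evaluation: percent inhibition versus plate control medians. Controls: DMSO wells, low control.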
SUMO1 PPI mod: modulators of SUMO1 protein-protein interactions, primary screen, biochemical, uHTS | AID 602429, 2012 | Small ubiquitin-related modifier 1 (Homo sapiens), P63165 | SUMO1 binding to a labelled peptide, TR-FRET, 1 h | actives 0.33% (n = 360,000) | inhibition, % at 20 µM; in the data active = inhibition above about 37%
Target sequence (P63165 whole entry, looked up): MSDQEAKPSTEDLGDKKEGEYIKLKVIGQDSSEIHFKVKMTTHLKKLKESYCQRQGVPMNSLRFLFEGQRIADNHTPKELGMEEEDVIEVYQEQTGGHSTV
eLon inh: inhibitors of E. coli Lon protease, primary screen, biochemical, fluorescence polarization | P0A9M0 | actives 0.42% (n = 360,000) | AID 602123, 2011 | purified E. coli Lon protease | inhibition, % at 7.94 µM; in the data active = inhibition above about 13%, passing the limit was not always enough;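 note: 0% = enzyme with probe and DMSO and 100% = no enzyme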
Scp1 inh: Scp-1 phosphatase inhibitors, primary screen, biochemical, colorimetric, uHTS; Recombinant Scp1, phosphopeptide, malachite green phosphate absorbance; inhibition, % at 20 µM; actives 0.88% (n = 340,000);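 active = inhibition above about 50% at 20 µM, limit read from the data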;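 note: plate controls were DMSO wells with enzyme for no effect and wells lacking enzyme for full effect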
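Test system: SCP-1 catalytic domain; Buffer or medium: Acidic Tris acetate buffer with magnesium and detergent; Also added: Phosphorylated 17-residue peptide substrate; Compound: single 20 µM dose, 1% DMSO; Schedule: enzyme reaction 45 min at room temperature, colour 5 min, stabilisation 30 min; Signal: Phosphate-binding colour reagent, absorbance read at 630 nm.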
STEP block: STEP phosphatase inhibitors, primary screen, biochemical, fluorescence intensity, uHTS; recombinant STEP, OMFP fluorogenic substrate; inhibition, % at 20 µM; Tyrosine-protein phosphatase non-receptor type 5 (Homo sapiens), P54829; actives 0.25% (n = 360,000); AID 588621, 2011;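 active = inhibition at 20 µM, scaled per plate between control wells, above about 37%, limit read from the data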;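 note: 0% = DMSO with enzyme and substrate and 100% = substrate only without enzyme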
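medium = Bis-Tris buffer pH 6.0, 2.5 mM DTT, 0.005% Tween 20 | test system = STEP (striatal-enriched tyrosine phosphatase) enzyme, cell-free | measure = normalized % inhibition | compound dosing = 20 µM, 1% DMSO | also added = 25 µM OMFP | schedule = reaction 20 min, ambient temperature | measured by = fluorescence read at 480 nm ex / 540 nm em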
bovine MsrA act: bovine MsrA enzyme activators, primary screen, biochemical, absorbance, HTS; Methionine sulfoxide reductase A (Bos taurus); purified bovine MsrA, absorbance read-out; activation, % at 10.6 µM; actives 0.3% (n = 360,000); in the data active = activation above about 7.5%;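 note: 0% = vehicle and 100% = reference activator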
LMPTP inh: LMPTP phosphatase inhibitors, primary screen, biochemical, fluorescence intensity, uHTS; Low molecular weight phosphotyrosine protein phosphatase (Homo sapiens), P24666; recombinant LMPTP-A, OMFP fluorogenic substrate; inhibition, % at 20 µM; actives 0.22% (n = 360,000); AID 651560, 2012;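 active = compounds that cut the enzyme signal by at least half of the control window in the single-dose screen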;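 note: plate controls were DMSO wells with enzyme plus substrate for no effect and substrate without enzyme for full effect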
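Assay system: LMPTP-A, protein tyrosine phosphatase of low molecular weight / Medium: pH 6.0 Bis-Tris buffer with DTT and Triton X-100 / Schedule: 50 min enzyme reaction at room temperature, protected from light / Measured by: endpoint fluorescence intensity from OMFP dephosphorylation / Read-out basis: % inhibition relative to no-enzyme and uninhibited control wells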
DNMT1 block: human DNMT1 methyltransferase inhibitors, primary screen, biochemical, molecular beacon, fluorescence, HinP1I cleavage, uHTS; DNA (cytosine-5)-methyltransferase 1 (Homo sapiens), P26358; inhibition (reported as % activation of signal), % at 10 µM; AID 588458, 2011; actives 0.83% (n = 360,000); in the data active = inhibition above about 50%
Active calls of the source: *; . = not tested or not shown; & = joins results of further samples.

SMILES | MsrA inhibitor | CendR NRP1 mod | TbMetRS inhib | SUMO1 PPI mod | eLon inh | Scp1 inh | STEP block | bovine MsrA act | LMPTP inh | DNMT1 block
Cc1ccc(-c2nc3ccc(Br)cn3c2Cc2ccsc2)cc1 | -0.1 | -19 | 0.3 | 5 | 15 | . | -1 | -1 | 1.8 | 7
CCOC(=O)c1noc(C)c1C(=O)Nc1nc(C)cc(C)n1 | 1.8 | 5 | -0.1 | 1 | 4 | -6 | -3 | -2 | -1.0 | 3
O=c1c(Cc2c(F)cccc2Cl)c(O)ccn1C1CC1 | 0.0 | 10 | 0.0 | 1 | -5 | -4 | -2 | -2 | -2.1 | 2
Cc1cc(C)cc(NC(=O)CSc2nnc(-c3ccncc3)o2)c1 | -0.1 | -1 | -0.2 | 9 | -9 | -1 | 4 | -1 | -1.3 | -1
CC(=O)OCC=C1CCC2C3CCC4=CC(=O)CCC4(C)C3C(O)CC12C (stereo not drawn) | 0.6 | 1 | -0.3 | 1 | -24 | 5 | 0 | -8 | 1.5 | -2
CCNC(=O)N(C)C[C@H]1N[C@@](CC)(C(=O)OC)[C@H]2C(=O)N(C)C(=O)[C@@H]12 | 0.0 | -3 | -1.3 | -1 | 3 | -8 | 1 | -1 | -1.8 | 6
O=C(COC(=O)/C=C/c1ccc([N+](=O)[O-])cc1)NCc1cccs1 | 2.2 | -2 | -0.1 | -21 | -12 | -10 | 3 | -4 | 0.5 | 15
COC(=O)c1cccc(N2CCCC2=O)c1 | 1.1 | -6 | -0.8 | 3 | 5 | 1 | -1 | -5 | -1.6 | 0
CCOC(=O)N1CCN(C(=O)CN(Cc2ccccc2)S(C)(=O)=O)CC1 | 0.6 | 9 | -0.2 | -4 | 10 | -1 | 2 | 1 | -2.2 | -2
CN(CCC#N)C(=O)COC(=O)c1ccccc1OCc1ccccc1Cl | 0.2 | 5 | -0.6 | 1 | -6 | -7 | -1 | -2 | -0.4 | 4
CN(C)S(=O)(=O)c1ccc(N2CCCC2)c(C(=O)N2CCN(S(=O)(=O)c3ccccc3F)CC2)c1 | 0.4 | -6 | 0.2 | 3 | 11 | -7 | 2 | -4 | -0.1 | -2
CC1CCC(NCCNC(=O)c2ccco2)CC1 (stereo not drawn) | -1.3 | 4 | -0.1 | 3 | 2 | -2 | 0 | -2 | -1.1 | 0
Cc1ccc(C(=O)NCCNc2ccc([N+](=O)[O-])cc2C(F)(F)F)cc1 | 0.5 | 11 | -0.1 | -17 | 2 | -3 | -5 | -3 | 0.3 | 0
CCOC(=O)c1ccccc1NC(=O)Cn1c(-c2nonc2N)nc2ccccc21 | -0.1 | -17 | -0.5 | 2 | -8 | -5 | -3 | -2 | 2.4 | -4
c1ccc(COCCCn2cc(-c3ccccc3)nn2)cc1 | -0.1 | 10 | -0.2 | 3 | -14 | -4 | 1 | -1 | 0.7 | 0
CCOc1ccc(/C=N/NC(=O)c2ccc(Cn3cc([N+](=O)[O-])cn3)o2)cc1 | 3.5 | -1 | -0.9 | -16 | 2 | 38 | -14 | -16 | -1.9 | 1
CCn1cc(C(=O)NCc2ccc(OC)cc2)c(=O)c2ccc(C)nc21 | 0.1 | -12 | -1.4 | -1 | -6 | -5 | 0 | -5 | -2.4 | 0
Cc1cc(OC(C)C(=O)NCCCN2CCOCC2)c2c(C)cc(=O)oc2c1 (stereo not drawn) | 0.8 | 6 | -0.1 | 2 | -7 | -4 | -1 | 5 | 0.1 | 2
COC(=O)[C@H](C)NC(=O)Nc1cccc(C)c1 | 0.6 | -4 | -0.3 | 0 | 0 | -16 | -4 | -4 | -2.1 | 2
CCN(CC)S(=O)(=O)c1ccc(C)c(NC(=S)NNC(=O)C2CC2)c1 | 0.2 | -8 | -0.4 | -1 | 4 | -10 | -1 | -5 | -0.9 | 2
CC(C)(C)[C@H]1COC(=O)CC/C=C\C[C@@H](CC(=O)N[C@H](CO)Cc2ccccc2)C(=O)N1 | -0.6 | 10 | 0.6 | -2 | -1 | 0 | -1 | -2 | 0.5 | 2
Cc1ccccc1-n1c(=O)cc(N2CCC3(CC2)OCCO3)[nH]c1=O | 0.8 | -4 | 0.4 | 2 | -1 | -5 | 2 | -2 | -0.1 | 22
O=c1cc(CSc2nnc(-c3cccs3)n2Cc2ccccc2)nc2sc3ccccc3n12 | 1.6 | -8 | -0.6 | 4 | -1 | 75* | 5 | 1 | 25 | 96*
Cc1nc2c(-c3ccccc3)c(C)nn2c(C)c1CCC(=O)O | 0.0 | -4 | -0.5 | 2 | -1 | 0 | -2 | -2 | -0.5 | -4
COC(=O)c1c(NC(=O)CCNCc2ccco2)sc2c1CCC2 | 1.1 | -15 | -0.8 | -6 | -19 | -7 | -1 | -4 | -1.3 | 0
CC(CNc1ccccc1O)C(=O)O (stereo not drawn) | -0.9 | -7 | 0.5 | -3 | -2 | 73* | -1 | -3 | -1.1 | 64*
O=C(CC1C(=O)NCCN1Cc1ccc(-c2ccccc2)cc1)NCCOc1cccnc1 (stereo not drawn) | -0.9 | -8 | -0.3 | 7 | -2 | -1 | -2 | -1 | 0.4 | -10
CNc1c([N+](=O)[O-])cnn1-c1ccc(F)cc1 | 0.8 | 11 | 0.6 | -9 | -10 | -7 | -1 | -5 | 0.9 | 3
C=CCN1C(=O)[C@]2(c3ccccc31)C1CCCC=C1C(C#N)=C(N)C2(C#N)C#N (stereo partly drawn) | 0.3 | -18 | -0.2 | 1 | -6 | -7 | 1 | 0 | -0.6 | -14
CCC(=O)N1CCc2cc(S(=O)(=O)CCC(=O)Nc3cccc(C)n3)ccc21 | 0.3 | -7 | -0.2 | 3 | -5 | 4 | 4 | -4 | -3.8 | 0
CCCCC(C(=O)O)C(C)CC(=O)Nc1nncs1 (stereo not drawn) | -1.1 | 7 | -0.3 | 2 | -6 | -4 | 1 | 6 | -0.8 | -1
Cc1nnc(SCC(=O)NNC(=O)c2ccc(Br)cc2)n1C | 0.1 | 9 | -0.3 | 0 | 3 | 3 | 1 | -5 | -1.0 | 4
N=C(N)SCc1nc2ccccc2c(=O)n1-c1ccccc1 | 0.0&0.1 | -43&-64 | 1.1&0.0 | 10&4 | -19&-60 | -10&-5 | -5&3 | -3&-2 | 0.6&4.4 | -8&-12
Cc1cc(C)c(OCC(=O)Nc2ccc(N3CCOCC3)cc2)c(Br)c1 | 0.1 | 4 | -0.4 | -3 | -5 | . | 0 | -4 | 0.2 | 5
CCC(C(=O)Nc1c2c(nn1C(C)(C)C)CS(=O)(=O)C2)c1ccccc1 (stereo not drawn) | 1.4 | -5 | -0.2 | -1 | -10 | -8 | -2 | -2 | -1.4 | 2
CC(C)c1ccc(NC(=O)C(c2ccccc2)N2CCN(C=O)CC2)cc1 (stereo not drawn) | -1.3 | -6 | 0.0 | 3 | -6 | -4 | 3 | -2 | -0.1 | -2
Cc1cc(NC(=O)CCN2C(=O)/C(=C\c3ccccc3Cl)SC2=S)no1 | 0.1 | -3 | 1.6 | -7 | -1 | -6 | 2 | -2 | 0.4 | 8
Cc1ncsc1CCSc1nc2ccccc2c(=O)n1C | 0.5 | -3 | -1.8 | 2 | 0 | 0 | 2 | -15 | -0.2 | 8
CCCCOCCCNC(=O)c1cccc(OC)c1 | -0.2 | 5 | -1.4 | -2 | -2 | 4 | 2 | -8 | -0.4 | 5
CC(=O)NC1=NN(C(C)=O)C(C)(c2ccccc2)S1 (stereo not drawn) | -0.7 | 3 | -1.2 | 0 | -1 | 13 | -4 | -6 | -0.9 | 2
O=C(O)c1ccc(N2C(=O)CC(Cc3ccccc3)C2=O)cc1 (stereo not drawn) | -0.3 | -11 | 0.0 | 2 | 3 | -7 | 0 | -1 | -0.1 | -1
CC1CCCC(NC(=O)CSc2nnc(-c3cccnc3)o2)C1C (stereo not drawn) | -1.1 | -3 | 0.2 | 2 | 15 | . | -2 | -1 | 0.0 | 1
Cc1ccc(NC(=O)CSc2ncc(-c3ccccc3)n2C(=O)c2ccccc2)cc1 | -0.4 | -11 | 3.1 | -3 | -4 | -2 | 2 | -2 | 2.8 | 5
CCCCCCn1cc(CN2CC(N3CCN(Cc4cccc(C)c4)CC3)CS2(=O)=O)nn1 (stereo not drawn) | -1.4 | -2 | -0.6 | 0 | 7 | . | . | 1 | -0.3 | .
CC(C)=CCCC1(C)C=Cc2c(ccc3c2[nH]c2cc(O)c(C)cc23)O1 (stereo not drawn) | 1.3 | 2 | 0.2 | 0 | -11 | -7 | -5 | -5 | 2.3 | -36

Three of these compounds, set out differently:
| Structure | MsrA inhibitor | CendR NRP1 mod | TbMetRS inhib | SUMO1 PPI mod | eLon inh | Scp1 inh | STEP block | bovine MsrA act | LMPTP inh | DNMT1 block |
| --- | --- | --- | --- | --- | --- | --- | --- | --- | --- | --- |
| Cc1cc(NC(=O)CCN2C(=O)/C(=C\c3ccccc3Cl)SC2=S)no1 | 0.1 | -3 | 1.6 | -7 | -1 | -6 | 2 | -2 | 0.4 | 8 |
| Cc1ncsc1CCSc1nc2ccccc2c(=O)n1C | 0.5 | -3 | -1.8 | 2 | 0 | 0 | 2 | -15 | -0.2 | 8 |
| CCCCOCCCNC(=O)c1cccc(OC)c1 | -0.2 | 5 | -1.4 | -2 | -2 | 4 | 2 | -8 | -0.4 | 5 |

Carrying on:
SMILES | MsrA inhibitor | CendR NRP1 mod | TbMetRS inhib | SUMO1 PPI mod | eLon inh | Scp1 inh | STEP block | bovine MsrA act | LMPTP inh | DNMT1 block
CCC1CCCCN1CCCNC(=O)C1CCC(Cn2c(=O)[nH]c3ccccc3c2=O)CC1 (stereo not drawn) | 0.5 | 18 | -0.2 | -2 | 2 | -7 | 3 | 0 | 0.3 | 6
O=C(NNC1CC(=O)N(c2ccc(Cl)cc2)C1=O)c1ccco1 (stereo not drawn) | -0.4 | 14 | -0.5 | -3 | -4 | -24 | -5 | -5 | -1.0 | 6
CCC(C)N1CC(C(=O)O)CC1=O (stereo not drawn) | -0.6 | 0 | -0.6 | -1 | -11 | -8 | -2 | -2 | -0.1 | -1
COc1ccccc1N1CCN(C(CNS(=O)(=O)c2cc(F)ccc2F)c2cccnc2)CC1 (stereo not drawn) | 1.7 | -2 | 0.0 | -2 | 2 | 1 | 0 | -4 | -1.7 | -10
